# TGFb inhibitor = qHTS for Inhibitors of TGF-b. HepG2 CAGA-GFP TGF-b/SMAD3 reporter, GFP fluorescence, 18 h; TGF-beta stimulated, 500 pg/mL final. Potency, µM (series often up to 46.1 µM), without a hit: at the highest dose activity, negative = inhibition, actives largely listed as inhibitors. hit rate 1.2% among 410,000; further: potency means the concentration at half of the fitted maximal effect; on the % scale 0 is the no-effect control and ±100 the full control effect; nearly all actives have a fitted effect of over 65% in size
#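 TGF-beta reporter screen: HEPG2 CAGA-GFP, 1% FBS, 500 pg/mL TGF-beta final, 18 h; per-cell GFP summed per well; curves fitted and categorized by class.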
# A549 tox = Nrf2 qHTS screen for inhibitors: counterscreen for cytotoxicity; A549 ARE-Fluc cells, CellTiter-Fluor viability, 18-24 h; Potency, µM (titrated, usually from 46 µM), for inactives: at the highest dose activity change, negative = cytotoxicity, hits mostly inhibitors; hit rate 0.16% among 390,000; AID 504648, 2011; further: potency means the concentration at half of the fitted maximal effect; on the % scale 0 is the no-effect control and ±100 the full control effect
#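 A549 ARE_Fluc cells in 5% FBS OPTI-MEM were exposed to compounds in concentration-response for 18-24 h at 37 deg C. Viability was read by CellTiter-Fluor fluorescence (Ex 405/Em 525) after 30 min, before the luciferase read.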
# Mm-Cpn inhibitor = Inhibitors of TCP-1 ring complex (TRiC) of Methanococcus maripaludis (MmCpn): qHTS | Chaperonin Mm-Cpn (Methanococcus maripaludis) | purified Mm-Cpn ATPase, ADP Transcreener TR-FRET | Potency, µM (series often up to 76.9 µM), inactives show top-dose activity, negative = inhibition, hits mostly inhibitors | hit rate 0.031% among 330,000 | AID 504842, 2011; further: potency means the concentration at half of the fitted maximal effect; on the % scale 0 is the no-effect control and ±100 the full control effect; nearly all actives have a fitted effect of over 80% in size
#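 Eu-cryptate anti-ADP/ADP-d2 competition gives a ratio inversely related to ADP. Enzyme at 25 nM was pre-exposed to compound for 10 min, then given 10 uM ATP for 30 min, 37°C throughout.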
# HepG2 tox = qHTS for Inhibitors of TGF-b: Cytotox Counterscreen. HepG2 CAGA-GFP viability, ATP luminescence, 18 h. AID 588856, 2011. Potency, µM (highest dose often 46.1 µM), without a hit: at the highest dose activity change, negative = cytotoxicity, actives largely listed as cytotoxic. hit rate 0.76% among 410,000; further: potency means the concentration at half of the fitted maximal effect; some results filed as inactive show a strong effect at the top dose
#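 HepG2 CAGA-GFP cells (1000/well, DMEM with 1% FBS) received compound, then TGF-beta at 500 pg/mL final, and were incubated 18 hours at 37 degrees C. Viability was read by CellTiter-Glo luminescence. Media-only wells were set as complete cell-killing and DMSO as no toxicity.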
# pAkt inh = HTS Assay for Inhibitors of Akt Phophorylation: Primary Screen; Neuro2A IGF-stimulated pAkt S473 HTRF, 20 min; stronger effect = lower value; activity change, % for hits at 50 µM; hit rate 0.32% among 360,000; AID 651550, 2012; in the data active means activity change below about -80%; inconclusive means mostly about -51% to -80%; further: on the % scale 0 is the no-effect control and ±100 the full control effect
#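 Neuro2A cells (4,500/well, DMEM with 0.5% FBS) were treated with compound at a single 50 µM final concentration, stimulated with 6 nM IGF for 20 min at 37 °C, and lysed. Phospho-Akt Ser473 was read by HTRF as 665/615 ratio ×10^4.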
# Nrf2 inh = Nrf2 qHTS screen for inhibitors | Potency, µM (series often up to 46 µM), for the others: at the highest dose activity change, negative = inhibition, usual class: inhibitors | hit rate 2.1% among 360,000 | A549 ARE-Fluc reporter, luciferase luminescence, 18-24 h; further: potency means the concentration at half of the fitted maximal effect; on the % scale 0 is the no-effect control and ±100 the full control effect; nearly all actives have a fitted effect of over 60% in size
#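 Two sequential reads on A549 ARE_Fluc cells exposed to compound for 18-24 h: a CellTiter-Fluor fluorescence read for viability, then a luciferase luminescence read for Nrf2/ARE activity.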
# Nrf2 ARE act = qHTS of Nrf2 Activators; AID 624171, 2012; Potency, µM (titrated, usually from 46.1 µM), without a hit: at the top dose activation, most hits filed as activators; hit rate 0.31% among 410,000; AREc32 ARE-luciferase reporter (MCF7-derived line), luminescence, 24 h; further: potency means the concentration at half of the fitted maximal effect; % of control where 0% means no effect; nearly all actives have a fitted effect of over 65% in size
#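 Luciferase luminescence (Steady-Glo, 30 min at room temperature) served as the read-out of ARE activation in AREc32 cells treated with compounds for 24 hr at 37 deg C.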
# CCT chaperon mod = High-Throughput Screening for Modulators of Cytosolic Chaperonin Activity; purified chaperonin ATPase assay, HTRF ADP detection, 30 min; activity change, % (concentration not given with the values), hits read low; hit rate 0.3% among 360,000; in the data active means activity change below about -30%; further: on the % scale 0 is the no-effect control and ±100 the full control effect
#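 ATPase activity: ADP formed was measured by HTRF Transcreener (665/615 nm ratio) after 30 min at 37 deg C with 10 uM ATP. Compounds screened at one 76 uM concentration against 40 or 20 nM TRiC in Tris pH 7.4/KCl/MgCl2/DTT buffer.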
# Abeta rescue = qHTS for compounds that reverse cellular toxicity of Amyloid beta (A-beta) peptide in yeast: Primary Screen. AID 1347071, 2019. hit rate 0.063% among 410,000. Potency, µM (highest dose often 46.1 µM), for inactives: top-dose growth rescue, usual class: activators. yeast expressing A-beta42, growth rescue, OD600, 48 h; response scale: 0% DMSO, 100% iron-clioquinol control; further: potency means the concentration at half of the fitted maximal effect; nearly all actives have a fitted effect of over 55% in size
#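 Yeast A-beta toxicity model in growth medium with pinned compounds, 48 h at 30 C; growth read as absorbance at 600 nm. Normalized to FeCl3/clioquinol equimolar mix (positive) and DMSO (negative).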
# * = called active by the depositor; i = inactive; ? = inconclusive; · = no result given; [ ] = another dose, or the depositor's remark. Unless noted, the call rests on the fitted dose curve; in most records, active means well fitted curve in the direction sought with a large enough effect; inconclusive means small, poorly fitted or top-dose-only effect, or another doubt; inactive means no such curve, though single readings can be large; an effect the other way counts as inactive or inconclusive.
SMILES,TGFb inhibitor,A549 tox,Mm-Cpn inhibitor,HepG2 tox,pAkt inh,Nrf2 inh,Nrf2 ARE act,CCT chaperon mod,Abeta rescue
COc1ccc(/C=N/NC(=O)CCn2c3ccccc3c3ccccc32)cc1O,?,-5%,1%,-17%,i,0%,-0.4%,0.1,-9%
COc1ccc(N2C(=O)CC(Cc3ccc(Br)cc3)C2=O)cc1 (stereo not given),-12%,0%,1%,-19%,i,?,0.5%,-2.3,0%
CCN1C(=O)[C@H]2[C@@H](c3ccc(-c4ccc(F)cc4)cc3)N[C@@](Cc3ccccc3)(C(=O)OC)[C@H]2C1=O,-28%,-5%,-12%,-17%,i,-22%,-0.1%,-0.4,-11%
CCCn1c(=S)[nH]c2cc(C(=O)NCC3CCCO3)ccc2c1=O (stereo not given),-20%,-8%,3%,-32%,i,-4%,-1.1%,-1.0,-2%
CC(c1ccco1)N(C(=O)CSc1ccc(Br)cc1)c1ccccn1 (stereo not given),-2%,-3%,0%,-16%,i,?,0.3%,1.8,-12%
COc1ccc(OCCN2CCC(C(=O)NC(c3ccccn3)c3ccccc3OC)CC2)cc1 (stereo not given),33%,·,·,-9%,i,·,0.5%,0.2,-2%
Cc1ccc(NC(=O)CN(c2ccccc2)S(=O)(=O)N(C)C)cc1,4%,6%,2%,8%,i,16%,-0.6%,-0.6,0%
O=C(NCCCN1CCN(c2ccccc2F)CC1)C1CC(=O)N(C2CCCC2)C1 (stereo not given),-1%,-7%,1%,-1%,i,-1%,0.4%,-2.8,-1%
CC(Oc1ccc(Cl)cc1Cl)C(=O)Nc1ccc(O)cc1 (stereo not given),-3%,11%,0%,-16%,i,1%,0.8%,-3.1,12%
CCN(C(=O)CSc1nc2ccccc2n1CC(=O)Nc1ccc(F)cc1F)c1ccccc1,-23%,1%,·,-13%,·,·,3.3%,·,-16%
Cc1n[nH]c(=O)c2c(NC(=O)CSc3ncccn3)oc(C)c12,22%,0%,4%,0%,i,-3%,0.1%,2.9,-1%
C=CCOC(=O)C1=C[C@H](C2CC2)[C@@H](CCCO)[C@H](OCC)O1,-7%,-5%,·,-3%,i,4%,-1.7%,1.5,4%
C=C[C@H]1C(C(=O)OCC)=CC[C@@H](c2ccccc2)N1S(=O)(=O)c1ccc(C)cc1,-29%,·,·,-34%,i,·,2.8%,0.6,-19%
Cc1ccc(-c2c(C)n([O-])c3c([n+]2=O)CCC3)o1,11%,-4%,0%,20%,i,3%,1.0%,-3.5,2%
N#Cc1ccccc1OCC(=O)OCC(=O)c1ccc2c(c1)NC(=O)CO2,-7%,-3%,-2%,2%,i,-10%,-0.5%,-1.0,-9%
O=[N+]([O-])c1ccccc1/C=C/CN1CCCC(CO)C1 (stereo not given),19%,0%,0%,2%,i,-5%,0.0%,-1.9,16%
O=[N+]([O-])c1ccccc1S(=O)(=O)N1CCCCC1,-5%,-2%,0%,2%,i,-11%,2.3%,-5.6,1%
Cc1ccc(SCC(=O)Nc2cccc(C(=O)NC(C)(C)C)c2)cc1,2%,-1%,-1%,6%,i,-12%,0.1%,1.6,4%
O=C(CCC(=O)Nc1ccc(F)cc1)N/N=C/c1cc([N+](=O)[O-])ccc1O,-8%,-1%,0%,-17%,i,-1%,7.3%,-3.4,-3%
COc1cc(SC)ccc1C(=O)Nc1c(Cl)cncc1Cl,?,4%,0%,-41%,i,-24%,5.0%,-6.7,-17%

# A different layout for some results above:
SMILES | TGFb inhibitor | A549 tox | Mm-Cpn inhibitor | HepG2 tox | pAkt inh | Nrf2 inh | Nrf2 ARE act | CCT chaperon mod | Abeta rescue
COc1ccc(/C=N/NC(=O)CCn2c3ccccc3c3ccccc32)cc1O | ? | -5% | 1% | -17% | i | 0% | -0.4% | 0.1 | -9%
COc1ccc(N2C(=O)CC(Cc3ccc(Br)cc3)C2=O)cc1 (stereo not given) | -12% | 0% | 1% | -19% | i | ? | 0.5% | -2.3 | 0%
CCN1C(=O)[C@H]2[C@@H](c3ccc(-c4ccc(F)cc4)cc3)N[C@@](Cc3ccccc3)(C(=O)OC)[C@H]2C1=O | -28% | -5% | -12% | -17% | i | -22% | -0.1% | -0.4 | -11%
CCCn1c(=S)[nH]c2cc(C(=O)NCC3CCCO3)ccc2c1=O (stereo not given) | -20% | -8% | 3% | -32% | i | -4% | -1.1% | -1.0 | -2%
CC(c1ccco1)N(C(=O)CSc1ccc(Br)cc1)c1ccccn1 (stereo not given) | -2% | -3% | 0% | -16% | i | ? | 0.3% | 1.8 | -12%
COc1ccc(OCCN2CCC(C(=O)NC(c3ccccn3)c3ccccc3OC)CC2)cc1 (stereo not given) | 33% | · | · | -9% | i | · | 0.5% | 0.2 | -2%
Cc1ccc(NC(=O)CN(c2ccccc2)S(=O)(=O)N(C)C)cc1 | 4% | 6% | 2% | 8% | i | 16% | -0.6% | -0.6 | 0%
O=C(NCCCN1CCN(c2ccccc2F)CC1)C1CC(=O)N(C2CCCC2)C1 (stereo not given) | -1% | -7% | 1% | -1% | i | -1% | 0.4% | -2.8 | -1%
CC(Oc1ccc(Cl)cc1Cl)C(=O)Nc1ccc(O)cc1 (stereo not given) | -3% | 11% | 0% | -16% | i | 1% | 0.8% | -3.1 | 12%
CCN(C(=O)CSc1nc2ccccc2n1CC(=O)Nc1ccc(F)cc1F)c1ccccc1 | -23% | 1% | · | -13% | · | · | 3.3% | · | -16%

# (further entries)
SMILES,TGFb inhibitor,A549 tox,Mm-Cpn inhibitor,HepG2 tox,pAkt inh,Nrf2 inh,Nrf2 ARE act,CCT chaperon mod,Abeta rescue
Cn1nnnc1SCC(=O)N1CCN(c2ccccc2)CC1,-7%,1%,1%,-15%,i,-1%,0.4%,-0.7,9%
Cc1cc(Br)c2c(c1)C1(OCCO1)C(=O)N2,-1%,1%,-1%,-11%,i,-25%,0.6%,-2.4,11%
COc1ccc(CNC(=O)CCSc2nc(-c3ccc4c(c3)OCO4)cc(C(F)(F)F)n2)cc1,-9%,-16%,-1%,-39%,i,?,0.7%,-0.3,-1%
Cc1c(C(=O)N2C[C@@H](C)O[C@@H](C)C2)oc2c(F)cccc12,-6%,1%,0%,-43%,i,?,7.5%,-0.4,-9%
COc1ccc(NC(=O)Cn2cc(S(=O)(=O)c3ccc(C)cc3)c(=O)c3ccccc32)cc1OC,-27%,-2%,·,-8%,·,10%,0.6%,·,-2%
CC(=O)Nc1ccccc1C(=O)C(=O)Nc1cccc(F)c1,-2%,-8%,·,-13%,i,-6%,23%,-2.2,12%
O=C(NCCSCc1ccccc1)c1ccc(C2SCC(=O)N2Cc2ccccc2)cc1 (stereo not given),?,-7%,-6%,-19%,i,10µM*,3.1%,2.1,21%
Cc1cccc(Cc2nnc(CCC(=O)NCc3cnc4ccccn34)o2)c1,-13%,6%,0%,-6%,i,8%,-1.3%,1.1,-8%
CCCSC1C(C)=C(C)C(=O)N1Cc1ccccc1 (stereo not given),12%,1%,1%,-16%,i,-4%,-0.9%,-1.1,0%
S=C(Nc1ccccc1)N1CCN(c2ccccc2)CC1,-1%,4%,·,-5%,i,2%,-0.6%,-1.9,?
COCc1cc(C)nc(SCC(=O)Nc2ccc3c(c2)OCCO3)c1C#N,6%,1%,0%,0%,i,-2%,4.8%,0.1,-15%
O=C(NCCN1CCOCC1)c1cc2sccc2n1Cc1ccc(Cl)cc1,-17%,-2%[1.84 µM],-8%,-31%,i,7%,-0.5%,1.3,23%
COc1ccc(C(c2nnnn2C2CCCC2)N2CCC(C(N)=O)CC2)c(OC)c1 (stereo not given),?,-2%,1%,-4%,i,·,0.2%,-6.9,4%
COc1cc(C)ccc1OCCOc1c(Cl)cc(Cl)cc1Cl,9%,7%,2%,-12%,i,·,-0.7%,0.1,12%
CCCn1c(SCC(=O)N2CCc3ccccc3C2)nc2c1c(=O)n(C)c(=O)n2C,12%,-5%,1%,6%,i,-8%,0.3%,0.6,-10%
COc1ccc(NC(=O)c2ccccc2OCc2c(C)noc2C)cc1OC,-15%,0%,-1%,5%,i,8%,0.3%,0.1,-25%
CN(CC(=O)NC(=O)NCc1ccccc1)Cc1ccc(Cl)cc1,10%,4%,-12%,-63%,i,2%,-0.3%,1.0,0%
CCC(C)NC(=O)[C@H]1N2C(=O)c3c(ccc(OC)c3OC)C2SC1(C)C (stereo not given in full),0%,3%,1%,4%,i,27%,0.7%,1.7,-2%
Nc1c(NCCN2CCCCC2)c2ccccc2oc1=O,-15%,-6%,-2%,-27%,i,-23%,-0.1%,-0.9,-21%
COc1ccc(CCNc2ncnc3c2nnn3Cc2ccccc2)cc1OC,3%,2%,0%,-2%,i,?,1.8%,0.1,-10%

# Some of the entries so far, bar-delimited.
smiles | TGFb inhibitor | A549 tox | Mm-Cpn inhibitor | HepG2 tox | pAkt inh | Nrf2 inh | Nrf2 ARE act | CCT chaperon mod | Abeta rescue
CC(Oc1ccc(Cl)cc1Cl)C(=O)Nc1ccc(O)cc1 (stereo not given) | -3% | 11% | 0% | -16% | i | 1% | 0.8% | -3.1 | 12%
CCN(C(=O)CSc1nc2ccccc2n1CC(=O)Nc1ccc(F)cc1F)c1ccccc1 | -23% | 1% | · | -13% | · | · | 3.3% | · | -16%

# Assay outcomes from PubChem.

# Not a hit list; about 4.3% have a hit in one of these screens.
